# Screens (PubChem)
# GSTO1 counter: GSTO1 inhibition, counter-screen for RBBP9 inhibitors. recombinant GSTO1, activity-based probe fluorescence polarization. P78417. inhibition, % at 5.96 µM. 300,000 compounds, 1.1% hits;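 active means inhibition above the campaign mean inhibition plus 3 SD, cut at about 35% in these data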;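 further: 0% = GSTO1-1 with DMSO and 100% = wells lacking GSTO1-1 enzyme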
# LYPLA1 inh: counter-screen for PME1 inhibitors: inhibitors of human LYPLA1 | recombinant LYPLA1, FP-Rh probe fluorescence polarization | inhibition, % at 5.9 µM | 320,000 compounds, 0.16% hits;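 active means inhibition above the mean of all tested compounds plus 3 SD, set per campaign, cut at about 14% in these data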;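 further: inhibitors block serine hydrolase probe labeling of LYPLA1 so polarization falls; 0% = enzyme with DMSO and 100% = wells lacking LYPLA1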
# PAFAH1B3 FP inh: inhibitors of human PAFAH1B3. recombinant PAFAH1B3, FP-rhodamine probe, fluorescence polarization. 340,000 compounds, 0.28% hits. inhibition, % at 3.39 µM. Q15102;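 active means inhibition above the screen-wide average of all tested compounds plus 3 SD, cut at about 25% in these data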;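 further: 0% = enzyme with DMSO only and 100% = wells lacking PAFAH1B3 protein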
# pPAFAH inh: pPAFAH (human) enzyme inhibition | Q13093 | recombinant pPAFAH, FP-rhodamine probe fluorescence polarization | inhibition, % at 3.39 µM | 330,000 compounds, 1.5% hits | AID 463082;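 active means inhibition above the mean inhibition across the screen plus 3 SD, cut at about 25% in these data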;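 further: inhibitors block binding of the rhodamine activity-based probe so polarization drops; 0% = enzyme with DMSO and 100% = wells lacking pPAFAH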
# PAFAH2 inh: inhibitors of human PAFAH2 | Q99487 | recombinant PAFAH2, FP-rhodamine activity probe, fluorescence polarization | inhibition, % at 3.39 µM | 340,000 compounds, 0.99% hits | AID 492956;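 active means inhibition above the mean over all tested compounds plus 3 SD, cut at about 30% in these data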;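 further: inhibitors block probe labeling of enzyme so polarization drops; 0% = enzyme with DMSO and 100% = wells lacking PAFAH2 protein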
# PAD4 FP inh: blocks human protein arginine deiminase 4 | AID 485272 | inhibition, % at 6.36 µM | 330,000 compounds, 0.41% hits | recombinant PAD4, RCA probe fluorescence polarization | Q9UM07;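 active means percent inhibition above a cutoff equal to the mean of all tested compounds plus 3 SD, cut at about 15% in these data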;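 further: 0% = PAD4 with RCA probe and DMSO and 100% = probe without PAD4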
# Target sequence (Q9UM07 whole entry, looked up): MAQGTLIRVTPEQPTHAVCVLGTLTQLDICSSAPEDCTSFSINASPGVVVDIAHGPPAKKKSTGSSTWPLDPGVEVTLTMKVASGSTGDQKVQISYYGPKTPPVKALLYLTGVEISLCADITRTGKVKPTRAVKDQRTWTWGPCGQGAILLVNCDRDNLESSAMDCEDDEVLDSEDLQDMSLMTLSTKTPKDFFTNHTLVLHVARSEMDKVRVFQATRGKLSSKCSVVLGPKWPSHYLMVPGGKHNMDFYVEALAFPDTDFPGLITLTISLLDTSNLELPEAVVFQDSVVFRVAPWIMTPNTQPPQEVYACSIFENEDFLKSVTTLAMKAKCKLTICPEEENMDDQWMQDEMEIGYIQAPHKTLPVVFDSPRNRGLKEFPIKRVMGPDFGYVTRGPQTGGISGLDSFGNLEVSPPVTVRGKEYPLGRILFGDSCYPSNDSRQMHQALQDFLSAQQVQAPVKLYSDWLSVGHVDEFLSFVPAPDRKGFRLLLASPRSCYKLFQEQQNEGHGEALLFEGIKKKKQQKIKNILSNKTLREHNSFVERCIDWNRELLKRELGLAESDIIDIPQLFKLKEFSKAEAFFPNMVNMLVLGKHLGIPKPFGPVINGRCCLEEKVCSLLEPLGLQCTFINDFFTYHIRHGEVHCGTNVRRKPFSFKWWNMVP
# PME-1 primary: PME-1 (human) inhibition. recombinant PME-1, FP-Rh probe fluorescence polarization. inhibition, % at 5.9 µM. 320,000 compounds, 0.53% hits. AID 2130;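 active means inhibition above the campaign mean of all compounds plus 3 SD, cut at about 26% in these data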;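 further: competitive labeling of PME-1 active site by serine hydrolase directed probe; 0% = PME-1 with DMSO and 100% = wells lacking PME-1 enzyme; inhibitors block probe labeling so polarization falls and inhibition rises; many of its hits are not listed in these tables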
# Target sequence (Q9Y570 whole entry, looked up): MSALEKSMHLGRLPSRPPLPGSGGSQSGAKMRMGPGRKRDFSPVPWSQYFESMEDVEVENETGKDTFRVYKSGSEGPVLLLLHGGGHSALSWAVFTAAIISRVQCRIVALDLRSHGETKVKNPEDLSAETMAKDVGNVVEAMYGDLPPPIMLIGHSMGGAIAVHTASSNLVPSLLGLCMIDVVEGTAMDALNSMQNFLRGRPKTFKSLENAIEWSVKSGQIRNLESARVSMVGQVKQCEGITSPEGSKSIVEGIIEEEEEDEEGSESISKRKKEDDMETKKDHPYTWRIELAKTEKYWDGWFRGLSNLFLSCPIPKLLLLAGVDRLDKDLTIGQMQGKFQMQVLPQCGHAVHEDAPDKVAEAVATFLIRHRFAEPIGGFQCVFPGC
# Fam108B inh: Fam108B inhibition, counter-screen for RBBP9 inhibitors; 300,000 compounds, 0.33% hits; inhibition, % at 9.51 µM; recombinant Fam108B, FP-Rh probe fluorescence polarization; AID 1947;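 active means inhibition above the screen mean inhibition plus 3 SD, computed separately per campaign, cut at about 18% in these data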;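 further: inhibitors lower polarization as less probe binds the enzyme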
# PAFAH1B2 FP inh: blocks human PAF acetylhydrolase 1b catalytic subunit 2. 340,000 compounds, 1.2% hits. recombinant PAFAH1B2, FP-rhodamine activity probe, fluorescence polarization. inhibition, % at 3.39 µM. AID 492953. P68402;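 active means inhibition above the mean of all tested compounds plus 3 SD, cut at about 24% in these data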;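 further: 0% = enzyme with DMSO and 100% = wells lacking PAFAH1B2; many of its hits are not listed in these tables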
# * marks the source's active call; other numbers are inactive results; nt = no result given.
Compound	GSTO1 counter	LYPLA1 inh	PAFAH1B3 FP inh	pPAFAH inh	PAFAH2 inh	PAD4 FP inh	PME-1 primary	Fam108B inh	PAFAH1B2 FP inh
CCN(CC)S(=O)(=O)c1cccc(C(=O)NCC2CCCCC2)c1	-7	-3	-1	8	-18	-3	4	1	5
Cc1ccc(CN=c2c([N+](=O)[O-])nn(-c3cccc(Cl)c3)n2O)cc1	1	4	6	9	3	5	9	1	3
Cc1ccc(-c2csc(NC(=O)c3cnccn3)n2)cc1C	-1	0	6	3	-11	-5	-5	2	-4
Cc1ccc(NC(=S)NNC(=O)c2nn(C)c(C)c2Cl)cc1	1	0	2	4	0	2	-1	-2	5
C#CCN1C(=O)C(O)(CC(=O)c2cccc(OC)c2)c2ccccc21 (centres undefined)	-6	3	7	8	1	-2	3	-2	3
CN(Cc1ccc(OCC(O)CN(C)Cc2ccccc2)cc1)Cc1nccn1C (centres undefined)	-1	1	-1	2	-4	-3	-6	3	8
COc1cc(/C=C2/C(=O)NN(c3ccc(Cl)c(Cl)c3)C2=O)cc([N+](=O)[O-])c1O	17	9	18	52*	36*	-5	17	12	31*
CCCCN(C)C(=O)c1nc2ccccn2c1CN1CCN(c2cnccn2)CC1	2	-3	5	3	4	4	7	2	-2
Cc1cccc(OCCNC(=O)c2cncc(Br)c2)c1	-6	1	10	1	11	-9	-1	1	-2
CCN(CC)CCSc1nc(O)c(C(C)C)c(=O)[nH]1	9	-2	-8	-3	3	4	0	2	4
Cn1c(-c2ccccc2)c[n+]2c1CCCCC2	-6	4	3	-3	9	-2	1	3	1
COc1ccc(C(=O)NC(=S)Nc2ccc3oc(=O)ccc3c2)cc1OC	-6	-2	7	-11	-5	-2	2	3	-3
Cc1ccc(NC(=O)NCCN2CCCCC2)cc1Cl	-3	-1	4	5	0	1	0	1	4
O=c1ccn(-c2cccc(C(F)(F)F)c2)nc1-c1ccn(-c2ccccc2)n1	-4	-7	8	1	3	-5	-4	-5	3
O=Cc1cccn1-c1cccnc1	4	1	-2	0	2	1	5	0	2
NC(=O)c1ccc(NC(=O)CN2CCN(c3ccccc3)CC2)cc1	-4	4	2	1	-10	-2	-1	7	-5
Cc1cccc(OCC(=O)NC2CCCc3ccccc32)c1C (centres undefined)	5	-1	0	12	7	2	8	5	-1
O=C(NCCO)C(=O)NCC1OCCCN1S(=O)(=O)c1ccc2c(c1)OCCO2 (centres undefined)	5	-3	0	4	4	0	0	0	1
CC(C)CC1c2[nH]c3ccccc3c2CCN1C(=O)C1CCOCC1 (centres undefined)	-3	0	3	1	4	3	-1	-2	7
COCCN1C(=S)N[C@@H](c2cccc(F)c2)C(C(=O)OC)=C1C	5	1	nt	1	nt	1	3	2	nt

# Later entries.
Compound	GSTO1 counter	LYPLA1 inh	PAFAH1B3 FP inh	pPAFAH inh	PAFAH2 inh	PAD4 FP inh	PME-1 primary	Fam108B inh	PAFAH1B2 FP inh
Cc1cc([N+](=O)[O-])ccc1NC(=O)c1cncc(Br)c1	3	2	5	6	-4	0	-1	3	3
Cc1ccc(NC(=O)CCc2nnc3ccc(N4CCC(C)CC4)nn23)nc1	-1	-2	2	2	14	-4	-4	3	9
CCn1c(C)cs/c1=N\C(=S)Nc1ccccc1C	2	2	-2	5	-2	-7	8	4	2
CC(=O)Nc1ccc(CNc2ncnc3ccc(-c4c(C)noc4C)cc23)cc1	nt	0	4	-3	4	-5	-8	nt	0
CN(C)CCNC=C(C(=O)Nc1ccc(Cl)cc1Cl)C(=O)Nc1ccc(Cl)cc1Cl	0	-5	7	-6	-8	-7	-1	-2	-3
COc1ccc(C(=O)N2CCC(C(=O)N3CCN(Cc4ccccc4)CC3)CC2)cc1	2	-2	0	2	1	-2	-1	-1	0
COc1cccc(OCc2nnc(SCc3cc(=O)[nH]c4ccccc34)o2)c1	-3	-2	6	3	4	-2	-2	-6	4
COc1ccc(N2C(=O)C3CCCN3C2c2ccc(C)o2)cc1Cl (centres undefined)	3	-2	-3	7	4	0	3	-1	1
Cc1ccc(-n2c(C)n[nH]c2=S)cc1C	-1	-1	2	-5	5	4	-6	-2	6
CN(CC(=O)Nc1ccccc1C(F)(F)F)C(=O)CN1C(=O)C2CCCCC2C1=O (centres undefined)	2	-4	-3	-3	-4	-3	-5	-3	3
COCCN(Cc1ccccc1)C(=S)Nc1ccc(OC(F)F)cc1	3	-2	-1	2	3	1	2	4	3
CC(Oc1ccccc1)C(=O)N(CCC1=CCCCC1)c1c(N)n(Cc2ccccc2)c(=O)[nH]c1=O (centres undefined)	-3	1	-4	-6	2	-2	-10	-4	-1
COc1ccc(-n2c(O)c(C=NC3CC3)c(=O)[nH]c2=O)cc1	7	0	8	-2	6	0	3	-5	2
Cc1[nH]n(C(N)=S)c(=O)c1N=Nc1ccc(S(=O)(=O)N2CCCC2)cc1	-20	-4	1	22	5	3	5	4	3
CN(C)C(CNC(=O)CNC(=O)c1ccc(Br)cc1)c1ccccc1 (centres undefined)	3	3	1	4	-7	2	-1	0	1
O=C(CCn1nnc2ccccc21)Nc1nnc(COc2ccccc2F)s1	6	0	1	0	2	-4	-3	-5	18
Cn1c(N)c(C(=O)COC(=O)c2cnc(Cl)c(Cl)c2)c(=O)n(C)c1=O	-12	1	8	0	10	-3	2	1	6
O=C(OCc1nc2ccccc2s1)c1cnccn1	1	-2	4	6	5	-2	5	-2	3
COc1ccc(NC(=O)c2ccc[n+]([O-])c2)cc1	3	0	2	0	-4	1	-3	-4	3
CCCC(C(=O)NCC1CCCO1)N(Cc1ccco1)C(=O)CNS(=O)(=O)c1ccccc1 (centres undefined)	-2	-1	-3	1	3	2	3	-3	-3
CC1=C(C(=O)Nc2cccc(F)c2)C(c2ccsc2)C2=C(CC(C)(C)CC2=O)N1 (centres undefined)	-5	0	2	-2	-4	-3	-5	-1	0
COc1ccc(C2C(CC(=O)O)=C(Nc3ccccc3)C(=O)N2c2ccccc2)cc1 (centres undefined)	7	-1	-5	3	0	-1	0	0	2
COc1ccc(C(NC(=O)C(C)C)c2c(O)ccc3ccccc23)cc1 (centres undefined)	-1	-7	5	-26	-1	3	4	-6	-5
Cc1ccc(NC(=O)CN(C)C(=O)COC(=O)c2ccc(NC(=O)CC#N)cc2)cc1	nt	nt	-2	1	-6	-3	nt	nt	0
CCCOc1ccc(C(=O)NNC(=S)NC(=O)c2ccco2)cc1	26	-1	3	10	3	-1	0	4	7

# Five entries from above, with values under each structure:
# Every second line gives: GSTO1 counter	LYPLA1 inh	PAFAH1B3 FP inh	pPAFAH inh	PAFAH2 inh	PAD4 FP inh	PME-1 primary	Fam108B inh	PAFAH1B2 FP inh
> COc1ccc(C(=O)NC(=S)Nc2ccc3oc(=O)ccc3c2)cc1OC
    -6	-2	7	-11	-5	-2	2	3	-3
> Cc1ccc(NC(=O)NCCN2CCCCC2)cc1Cl
    -3	-1	4	5	0	1	0	1	4
> O=c1ccn(-c2cccc(C(F)(F)F)c2)nc1-c1ccn(-c2ccccc2)n1
    -4	-7	8	1	3	-5	-4	-5	3
> O=Cc1cccn1-c1cccnc1
    4	1	-2	0	2	1	5	0	2
> NC(=O)c1ccc(NC(=O)CN2CCN(c3ccccc3)CC2)cc1
    -4	4	2	1	-10	-2	-1	7	-5

# Further records.
Compound	GSTO1 counter	LYPLA1 inh	PAFAH1B3 FP inh	pPAFAH inh	PAFAH2 inh	PAD4 FP inh	PME-1 primary	Fam108B inh	PAFAH1B2 FP inh
CCOC(=O)C1=C(COC(=O)COc2ccc(C(=O)CC)cc2)NC(=O)NC1C (centres undefined)	4	0	3	0	2	-2	1	3	0
CCC(C(=O)N1CCN(S(C)(=O)=O)CC1)c1ccccc1 (centres undefined)	-1	0	5	4	-3	-5	-1	0	3
COC(=O)Cc1c(OC)ccn(CCc2c[nH]c3ccccc23)c1=O	2	0	9	0	-9	1	-9	-3	3
CCOC(=O)N1CCN(CC(=O)N2CCC(C(N)=O)CC2)CC1	-1	-2	9	0	-5	2	1	1	0
CC(C)Cn1c(=O)c2sccc2n2c(CCCC(=O)NC3CCN(Cc4ccccc4)CC3)nnc12	7	1	-1	4	-3	-1	-6	0	4
O=C(NNC(=O)C12CC3CC(CC(C3)C1)C2)c1ccncc1	2	0	9	0	-11	3	3	0	9
COC(=O)C1CCN(C(=O)c2ccc3nc(-c4cccc(OC)c4)oc3c2)CC1	4	-3	4	2	2	-7	-4	0	3
CC(=O)c1cccn1S(=O)(=O)c1ccccc1	2	3	6	-1	1	2	-1	1	6
O=C(CCCCC(=O)NCCCc1ccccc1)NCCCc1ccccc1	6	-1	11	4	-10	0	-5	6	2
Cc1cc2oc(=O)sc2cc1NS(=O)(=O)c1ccccc1	28	-2	6	9	19	20*	-8	1	10
CCc1ccc(-c2nc(CS(=O)CC(=O)NCc3ccccc3)c(C)o2)cc1 (centres undefined)	4	0	1	10	6	-5	-2	-3	-2
c1ccc(Nc2ccccn2)cc1	4	2	-1	3	4	-2	9	3	10
Cc1ccccc1C(=O)N1CCC(C(=O)NCc2ccc(Cl)cc2)CC1	1	1	-1	0	5	2	5	5	1
COC(=O)c1ccc(CSc2ccc3nnc(-c4ccc(F)cc4)n3n2)o1	-5	5	2	-2	4	4	5	1	-1
CCS(=O)(=O)n1nc(-c2ccco2)nc1SC	6	3	3	-3	10	0	-3	3	5
Cc1cccn2c(=O)c(C=O)c(Nc3ccccc3)nc12	2	-6	2	7	0	1	0	1	-1
CC(NC(=O)c1cc(S(=O)(=O)N2CCOCC2)cn1C)c1ccccc1 (centres undefined)	-2	2	2	1	-7	2	3	4	6

# Looked up above:
# For PAFAH2 inh, CCc1ccc(-c2nc(CS(=O)CC(=O)NCc3ccccc3)c(C)o2)cc1 (centres undefined) is entered as 6
# For PAFAH2 inh, O=C(CCCCC(=O)NCCCc1ccccc1)NCCCc1ccccc1 is entered as -10
# For PAFAH1B3 FP inh, CCOC(=O)C1=C(COC(=O)COc2ccc(C(=O)CC)cc2)NC(=O)NC1C (centres undefined) is entered as 3
# For PAD4 FP inh, COC(=O)C1CCN(C(=O)c2ccc3nc(-c4cccc(OC)c4)oc3c2)CC1 is entered as -7
# For pPAFAH inh, COC(=O)Cc1c(OC)ccn(CCc2c[nH]c3ccccc23)c1=O is entered as 0
# For pPAFAH inh, Cc1cccn2c(=O)c(C=O)c(Nc3ccccc3)nc12 is entered as 7

# Not all compounds are listed (hit frequency here may not be typical).
